High-throughput results (PubChem BioAssay)
IDE cell activ – human IDE activators in live cells, primary screen, fluorescence polarization, HEK cells, FAbeta-B substrate. Insulin-degrading enzyme (Homo sapiens), P14735. FAbeta-B cleavage; 0% vehicle, 100% cell-free pure enzyme wells. activation, % at 5.96 µM. 340,000 compounds, 0.073% hits. AID 493087, 2011;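 active = activation above the mean of all tested compounds plus 3 SD, set per screening campaign, cut at about 17% in these data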
p-CIP stab down – p/CIP-EGFP fusion destabilizers, primary screen, fluorescence, F442A cells | Q05BA5 | 16 h | decrease of EGFP signal, % at 10 µM | 290,000 compounds, 0.01% hits | AID 1984, 2009;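 active = EGFP signal decrease of at least 30% at 10 µM or well 3 SD below plate mean, unless failing retest; inactive = the rest, including hits failing retest or dose response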; also: some compounds called inactive have numbers as strong as hits; many of its hits are not listed in these tables
M18AAP inhibitor – PfM18AAP inhibitors, malaria aminopeptidase, primary screen, biochemical, QFRET, recombinant enzyme | inhibition, % at 7.35 µM | M18 aspartyl aminopeptidase (Plasmodium falciparum 3D7) | H-Glu-NHMec fluorogenic cleavage | 290,000 compounds, 1.2% hits;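 active = inhibition above the campaign mean inhibition over all tested compounds plus 3 SD, cut at about 28% in these data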;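 also: 0% = plate median of test compound wells and 100% = 2 mM ZnCl2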
SUMO HTRF inh – inhibitors of in vitro SUMOylation cascade, primary screen, biochemical, HTRF, uHTS | 290,000 compounds, 0.36% hits | AID 2006, 2009 | inhibition, % at 35 µM | HTRF SUMOylation assay, SAE1/SAE2 + UBC9; in the data active = inhibition above about 50%, passing the limit was not always enough; also: strong numbers were not always called active
Target sequence (P63279 whole entry, looked up): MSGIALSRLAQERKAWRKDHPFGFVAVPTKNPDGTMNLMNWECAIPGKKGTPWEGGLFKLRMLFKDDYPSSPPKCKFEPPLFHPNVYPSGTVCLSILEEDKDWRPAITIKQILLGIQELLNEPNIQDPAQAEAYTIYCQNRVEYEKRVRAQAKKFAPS
NALP1 yeast inh – NALP1 inflammasome inhibitors in reconstituted yeast, colorimetric, S. cerevisiae, triplicate retest; AID 2071, 2009; 280,000 compounds, 0.61% hits; inhibition, % at 10 µM; S. cerevisiae NALP1/ASC/caspase-1 growth, X-gal OD620, 72 h; in the data active = inhibition mostly above about 24%, no sharp cut-off; inactive = mostly below about 32%; also: some compounds called inactive have numbers as strong as hits
IDE inh – human IDE inhibitors in live cells, primary screen, fluorescence polarization, HEK cells, FAbetaB substrate. FAbetaB cleavage. inhibition, % at 5.59 µM. 320,000 compounds, 0.41% hits. AID 434962, 2010;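 active = percent inhibition above the average of all tested compounds plus 3 SD, set per screening campaign, cut at about 16% in these data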;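 also: IDE supplied by intact live HEK cells; FP after avidin binding of uncleaved biotin substrate so inhibition keeps polarization high; 0% = DMSO wells and 100% = 60 µM reference IDE inhibitor Ii1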
MEKK3 PB1 HTS – modulators of MEKK3-MEK5 PB1 binding, primary screen, biochemical, wildtype MEKK3, multiplex bead flow cytometry, Alexa488-MEK5. 290,000 compounds, 1.4% hits. Mitogen-activated protein kinase kinase kinase 3 (Homo sapiens), Q99759. binding response (% of control), % at 10 µM. bead-based flow cytometry, Alexa488-MEK5 binding to MEKK3; actives lie on both sides; 0 = blocked by unlabeled MEK5, 100 = vehicle. AID 1529, 2009;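 active = binding response more than 3 SD above or below the average of its plate-row segment, actives on both sides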;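 also: Alexa488 bead fluorescence after subtracting the streptavidin-only scavenger bead signal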
Target sequence (Q99759 whole entry, looked up): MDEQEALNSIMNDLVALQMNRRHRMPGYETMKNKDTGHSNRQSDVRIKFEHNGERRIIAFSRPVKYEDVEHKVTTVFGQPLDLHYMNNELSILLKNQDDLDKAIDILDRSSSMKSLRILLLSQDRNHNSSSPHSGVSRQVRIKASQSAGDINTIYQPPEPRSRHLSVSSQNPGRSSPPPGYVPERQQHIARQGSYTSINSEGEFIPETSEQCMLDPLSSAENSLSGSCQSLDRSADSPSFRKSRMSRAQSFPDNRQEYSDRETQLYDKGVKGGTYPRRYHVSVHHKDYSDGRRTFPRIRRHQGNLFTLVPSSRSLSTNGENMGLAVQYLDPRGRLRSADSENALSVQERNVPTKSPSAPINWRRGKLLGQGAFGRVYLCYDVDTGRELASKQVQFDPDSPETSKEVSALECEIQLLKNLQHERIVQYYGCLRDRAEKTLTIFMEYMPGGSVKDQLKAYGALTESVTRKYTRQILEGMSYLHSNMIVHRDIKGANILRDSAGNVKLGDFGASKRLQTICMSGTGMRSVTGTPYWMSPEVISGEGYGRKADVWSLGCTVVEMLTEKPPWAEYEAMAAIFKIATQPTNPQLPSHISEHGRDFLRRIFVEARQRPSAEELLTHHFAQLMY
MEKK2 WT-MEK5 – modulators of MEK5 binding to wildtype MEKK2, primary screen, biochemical, multiplex bead flow cytometry, Alexa488-MEK5; Mitogen-activated protein kinase kinase kinase 2 (Homo sapiens), Q9Y2U5; Alexa488-MEK5 binding to MEKK2 WT; actives lie on both sides; binding response (% of control), % at 10 µM; 290,000 compounds, 1.1% hits; AID 1531, 2009; in the data active = binding response below about 67% or above about 130%
MEKK2 mut-MEK5 – MEK5 binding signal on mutant MEKK2 PB1, primary screen, biochemical, multiplex bead flow cytometry, Alexa488-MEK5; AID 1530, 2009; percent response, % at 10 µM; Alexa488-MEK5 binding to MEKK2 mutant; 290,000 compounds, 0.35% hits; in the data active = percent response above about 24%, passing the limit was not always enough; also: inactives centre near 1; some results filed as inactive read as strong as hits; reference of the scale not given here
Starred values were filed as active, the others as inactive; . = not tested or not shown. Not all compounds are listed, so the mix of outcomes need not match the whole.

IDE cell activ	p-CIP stab down	M18AAP inhibitor	SUMO HTRF inh	NALP1 yeast inh	IDE inh	MEKK3 PB1 HTS	MEKK2 WT-MEK5	MEKK2 mut-MEK5	molecule
-1.4	7.9	0.9	30.4	14.8	4.5	89.0	90.0	-5.0	C=CCn1c(O)c(N=NC(=O)CNC(=O)/C=C/c2ccc(OC)cc2)c2ccccc21
2.4	2.3	-5.8	15.6	1.5	-4.1	95.0	95.0	-1.0	CC1CCN(S(=O)(=O)c2ccc(C(=O)Nc3nnc(-c4ccco4)o3)cc2)CC1
-0.6	6.1	3.7	6.4	7.2	-2.8	61.0	81.0	-37.0	CN1CCC(=NNC(=O)c2cc(-c3ccc(Cl)cc3)n[nH]2)CC1
1.6	5.8	-6.5	12.9	-5.8	-3.3	100.0	91.0	-5.0	COC(=O)c1ccc2c(=O)n(CC3CCCO3)c(SCC(=O)Nc3ccccc3Cl)nc2c1 (stereo not given)
-1.6	-7.0	2.5	.	16.5	2.1	102.0	91.0	-8.0	Cc1ccc(C2=NN(C(=O)CCC(=O)O)C(c3cn(-c4ccccc4)nc3-c3ccc(C)cc3)C2)cc1 (stereo not given)
-1.3	-2.2	0.2	5.5	18.5	-1.3	100.0	96.0	-2.0	NC(=O)c1cc([N+](=O)[O-])ccc1NCc1cccnc1
4.0	-12.1	8.2	23.2	.	1.1	92.0	88.0	-13.0	COC(=O)[C@H]1[C@H]2C[C@@H]3c4[nH]c5cc(OC)ccc5c4CCN3C[C@H]2C[C@@H](OC(=O)c2ccc(N)cc2)[C@@H]1OC
-8.5	-14.9	14.2	92.4*	-11.1	-1.2	68.0	64.0	-12.0	NC(=S)NNc1cccc2cccnc12
2.8	2.6	20.6	-0.6	.	-0.8	96.0	97.0	-2.0	COc1ccc(C(c2c(N)[nH]c(=S)[nH]c2=O)c2c(N)[nH]c(=S)[nH]c2=O)cc1
-0.6	4.4	-3.0	6.2	6.4	1.1	82.0	94.0	-4.0	Cc1ccc(C(=O)CSc2nnc(COc3ccc(C#N)cc3)n2-c2ccccc2)cc1
1.2	1.3	-15.7	10.9	16.8	-3.2	103.0	108.0	0.0	CC1CCCC(C)N1CCCNC(=O)c1csc2c1CCCCC2 (stereo not given)
3.2	-8.5	-2.7	7.3	-1.2	-6.4	97.0	98.0	-1.0	COc1ccc(CNC(=O)CN2C(=O)CC(c3ccccc3)=Nc3ccccc32)cc1
-0.8	-7.3	0.9	3.9	31.5	-4.2	101.0	105.0	-1.0	Cn1c(N)c(C(=O)COC(=O)CNS(=O)(=O)c2ccc(Cl)c(Cl)c2)c(=O)n(C)c1=O
1.1	8.1	1.3	-22.3	8.1	1.2	96.0	94.0	-4.0	O=C(CSc1nnnn1-c1cccnc1)Nc1ccc(F)cc1F
2.6	-0.8	-2.2	9.7	-7.9	-1.5	101.0	101.0	-1.0	COC(=O)c1c(C(=O)OC)c(-c2ccc(OC)cc2)n2c1CCC2
-3.0	-14.0	1.7	14.7	-11.3	5.9	106.0	106.0	2.0	O=C(O)CSCC(=O)N1CCCN(c2nc3ccc(Cl)cc3s2)CC1
2.7	-3.4	6.3	-10.9	9.8	0.6	109.0	105.0	8.0	CCOc1ccc(NC(=O)NC(=O)N(C)S(=O)(=O)c2ccc(C)cc2)cc1
1.4	14.0	-0.4	-18.5	-5.3	-6.0	107.0	110.0	18.0	C=CCn1c2ccccc2c2nnc(SCC(=O)Nc3cc(C)on3)nc21
-4.1	-13.7	9.8	20.1	2.7	1.9	.	.	.	COc1ccc(-c2nnc(NC(=O)C(C)C)s2)c(OC)c1
2.4	-0.3	0.3	-4.0	8.7	1.9	109.0	106.0	3.0	Cc1ccc(/C=C/c2ccc(=O)n(Cc3ccc(F)cc3)n2)cc1
4.0	-2.5	-0.4	12.6	13.2	2.8	96.0	110.0	11.0	O=[N+]([O-])c1cc(C(F)(F)F)ccc1-n1nnc2ccccc21
0.5	-6.6	19.0	1.5	21.8	5.0	94.0	102.0	5.0	O=C(CNc1ccccc1)c1ccc([N+](=O)[O-])cc1
6.6	2.5	5.0	20.6	27.3	-3.5	100.0	107.0	2.0	CCCCNC(=O)c1cn(CC(C)C)c(=O)c2c1c1ccccc1n2C
8.9	0.6	-1.4	-3.6	14.6	0.0	94.0	102.0	1.0	COC(=O)[C@H](Cc1ccccc1)NC(=O)NCCC1=CCCCC1

Part of the list above, showing only MEKK2 WT-MEK5, MEKK3 PB1 HTS and NALP1 yeast inh.
Molecule	MEKK2 WT-MEK5	MEKK3 PB1 HTS	NALP1 yeast inh
CC1CCN(S(=O)(=O)c2ccc(C(=O)Nc3nnc(-c4ccco4)o3)cc2)CC1	95.0	95.0	1.5
Cc1ccc(C2=NN(C(=O)CCC(=O)O)C(c3cn(-c4ccccc4)nc3-c3ccc(C)cc3)C2)cc1 (stereo not given)	91.0	102.0	16.5
Cc1ccc(/C=C/c2ccc(=O)n(Cc3ccc(F)cc3)n2)cc1	106.0	109.0	8.7

The list goes on.
IDE cell activ	p-CIP stab down	M18AAP inhibitor	SUMO HTRF inh	NALP1 yeast inh	IDE inh	MEKK3 PB1 HTS	MEKK2 WT-MEK5	MEKK2 mut-MEK5	molecule
1.8	-14.6	-3.7	5.5	-15.0	6.6	95.0	92.0	1.0	Cc1noc(C)c1S(=O)(=O)N1CCCC1C(=O)NC(C)(C)C (stereo not given)
4.4	0.9	-3.5	22.0	14.0	-1.0	104.0	97.0	-9.0	COc1ccc(OC)c(-c2csc(N3CCC(c4ccccc4)CC3)n2)c1
-1.9	-4.7	0.9	11.2	-19.7	-11.4	101.0	104.0	-1.0	Cc1ccc(S(C)(=O)=O)cc1C(=O)N1CC(C(N)=O)Oc2ccccc21 (stereo not given)
0.6	-7.1	-6.6	6.7	27.4	-3.7	93.0	98.0	-2.0	CC(=O)Nc1ccc(N/C(C)=C/C(=O)c2cccnc2)cc1
1.2	9.5	1.1	-2.4	-44.6	3.4	103.0	103.0	1.0	CCOC(=O)C1CCCN(CCC(=O)Nc2cc(C)cc(C)c2)C1 (stereo not given)
4.7	1.1	0.8	11.6	0.8	-2.5	99.0	105.0	-68.0	O=C(CSC1CC(=O)N(CCc2ccccc2)C1=O)Nc1ccc(Cl)cc1 (stereo not given)
2.2	2.8	27.2	-5.7	4.8	-1.2	96.0	98.0	-1.0	Cn1c(CSCc2ccccc2)n[nH]c1=S
3.4	-5.0	5.5	12.6	18.3	5.2	104.0	107.0	-1.0	CCNC(=S)Nc1ccc(OCC)cc1
8.5	1.7	0.7	0.1	17.1	-4.8	99.0	100.0	-2.0	Cc1cccc(C)c1NC(=O)c1cc(S(=O)(=O)N2CCc3ccccc32)cn1C
3.2	10.1	6.0	0.4	-9.7	3.4	104.0	109.0	3.0	O=C1CCc2cc(S(=O)(=O)N3CCC(C(=O)NCCC4=CCCCC4)CC3)ccc2N1
0.5	5.2	-9.6	-16.5	17.1	3.7	100.0	94.0	1.0	CCCCCCC(=O)N1CCC(c2nc3c(nnn3Cc3ccccc3Cl)c(=O)[nH]2)CC1
0.0	-4.3	-11.6	-4.5	-9.7	4.8	96.0	99.0	-3.0	Cc1ccccc1NC(=O)NCCc1ccc(Cl)cc1
.	-19.5	-6.0	23.0	30.6	-2.4	84.0	83.0	-1.0	CCn1cc(C(=O)O)c(=O)c2cc(F)c(N3CCN(S(=O)(=O)c4ccc(Br)cc4)CC3)cc21
3.1	-0.6	0.9	5.5	-18.9	-0.8	102.0	98.0	0.0	O=C(Nc1ccc(F)cc1)NC1CCCCC1
4.3	2.0	13.8	-14.1	31.7	1.1	98.0	99.0	-6.0	COc1cccc(/C=C2\SC(=S)N(CCC(=O)N3CCCCC3CCO)C2=O)c1 (stereo not given)
-4.4	-0.3	5.3	6.7	10.1	-4.0	106.0	110.0	9.0	N#CCCN(C(=O)COC(=O)c1cccc(S(=O)(=O)N2CCCC2)c1)c1ccc(F)cc1
4.2	-9.3	11.8	6.0	-13.5	11.5	107.0	106.0	5.0	Cc1cnn(CCC(=O)NNC(=S)Nc2ccc(F)cc2)c1
0.8	-14.8	-17.7	-19.7	3.1	4.5	106.0	102.0	0.0	CN(C)S(=O)(=O)c1cc(NC(=O)COC(=O)C2COc3ccccc3O2)ccc1Cl (stereo not given)
2.0	.	.	.	.	-2.0	111.0	104.0	5.0	O=C1N[C@@H](Cc2ccccc2)C(=O)N2[C@@H]3N(S(=O)(=O)c4ccccc4)c4ccccc4[C@]3(Br)C[C@@H]12
-3.9	-7.8	-6.6	-14.5	5.7	1.1	104.0	106.0	1.0	CCN(CC)CCNC(=O)c1ccc2c(c1)ncn2C1CCCCC1
-7.8	-7.1	-3.4	32.8	-5.6	2.5	104.0	107.0	8.0	CCN(CC)S(=O)(=O)c1cccc(-c2nnc(SCCOc3ccc(Cl)cc3)o2)c1
-3.0	-1.2	7.4	-2.5	.	-2.5	98.0	93.0	-9.0	O=C(Nc1ccc(Cl)cc1)c1cccs1
0.0	-20.3	-2.1	-6.0	15.3	3.5	95.0	93.0	-3.0	CC(C)C(c1nnnn1C1CCCC1)N(C)C1CCCCC1 (stereo not given)
3.2	-4.3	4.2	-21.3	14.3	1.6	101.0	93.0	-4.0	O=C(CSCC(=O)N1CCCc2ccccc21)Nc1nc(-c2ccccc2)cs1
2.5	0.5	6.6	-11.5	6.2	-6.9	105.0	119.0	12.0	O=C(CC1C(=O)NCCN1Cc1ccccc1)NCCC1=CCCCC1 (stereo not given)
1.1	-10.6	3.9	14.9	43.7	0.2	100.0	102.0	2.0	CCOc1ccccc1OCC(=O)Nc1nnc(C)s1
0.8	-16.0	9.6	19.2	20.9	4.4	92.0	182.0*	66.0*	CN1CCc2c(sc3c2C(=O)NC(c2cn(Cc4ccccc4)c4ccccc24)N3)C1 (stereo not given)
-1.6	-6.3	-7.4	24.6	.	.	103.0	103.0	6.0	O=C(NCCCN1CCCC1=O)C1CCN(S(=O)(=O)N2CCOCC2)CC1
5.5	6.2	-8.1	-43.5	-13.0	2.3	102.0	106.0	3.0	Cc1c(N(C)C(=O)c2ccccc2F)c(=O)n(-c2ccccc2)n1C
6.6	-11.4	-5.0	3.9	-10.6	0.0	99.0	90.0	-8.0	CCCCN(C)C(=O)c1nc2ccccn2c1CNC1CCC1
0.0	-12.4	-0.4	-6.3	26.3	3.1	103.0	108.0	6.0	CN1CC(=O)N(C)c2ncn(Cc3ccccc3)c2C1=O
3.6	0.4	-13.5	8.8	13.9	-2.6	106.0	104.0	7.0	O=C(O)c1ccccc1C(=O)NC1CCN(c2nccc(C(F)(F)F)n2)CC1
10.5	-14.0	2.1	-2.9	-8.8	8.9	103.0	106.0	0.0	C[C@H](NC(=O)c1nc[nH]c1C(=O)N[C@@H](CCCCNC(=O)OC(C)(C)C)C(=O)OC(C)(C)C)C(=O)OCc1ccccc1
